Screening data: PubChem, National Center for Advancing Translational Sciences (NCATS)
BRCA1 expr act: increases BRCA1 expression; MCF7-BRCA1-FFLuc reporter, luminescence, 48 h; response scale: scaled: vehicle 0%, 10 µM genistein 100%; Potency, µM (top dose mostly 46.1 µM), without a hit: at the highest dose activation, usual class: activators; 1.1% of 380,000 active; also: potency is read from the fitted curve at half-maximal effect; nearly all actives have a fitted effect of over 80% in size; some results filed as inactive show a strong effect at the top dose
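MCF7-BRCA1-FFLuc cells, 2000/well in phenol-red-free MEM, attached 2 h then treated 48 h at 37 C. Luciferase luminescence read 15 min after reagent; normalized to genistein maximum activation (10microM) and DMSO, concentration-response fitted.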
TRPV1 ag: human TRPV1 agonism | 0.19% of 320,000 active | AID 540275 | TRPV1-expressing cells, Fluo-8 calcium influx, agonist mode | activation, % at 8.33 µM; in the data active = activation above about 80%; inconclusive = between about 30% and that limit; also: 0% is about no effect
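TRPV1-expressing cells were cultured overnight at 35.5C and loaded with Fluo-8 calcium dye for 40 to 90 min at room temperature. After a 10 s baseline, compound was added and calcium influx was read kinetically for 3 min (ex 480/em 520 nm).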
ASM inhibitor: human S-ASM enzyme inhibition; placental ASM, HMU-PC fluorogenic substrate, 60 min; P17405; Potency, µM (top dose mostly 57.5 µM), without a hit: at the highest dose activity change, negative = inhibition, actives largely listed as inhibitors; 0.006% of 340,000 active; also: potency is read from the fitted curve at half-maximal effect
Target sequence (P17405 47-631 limits assumed): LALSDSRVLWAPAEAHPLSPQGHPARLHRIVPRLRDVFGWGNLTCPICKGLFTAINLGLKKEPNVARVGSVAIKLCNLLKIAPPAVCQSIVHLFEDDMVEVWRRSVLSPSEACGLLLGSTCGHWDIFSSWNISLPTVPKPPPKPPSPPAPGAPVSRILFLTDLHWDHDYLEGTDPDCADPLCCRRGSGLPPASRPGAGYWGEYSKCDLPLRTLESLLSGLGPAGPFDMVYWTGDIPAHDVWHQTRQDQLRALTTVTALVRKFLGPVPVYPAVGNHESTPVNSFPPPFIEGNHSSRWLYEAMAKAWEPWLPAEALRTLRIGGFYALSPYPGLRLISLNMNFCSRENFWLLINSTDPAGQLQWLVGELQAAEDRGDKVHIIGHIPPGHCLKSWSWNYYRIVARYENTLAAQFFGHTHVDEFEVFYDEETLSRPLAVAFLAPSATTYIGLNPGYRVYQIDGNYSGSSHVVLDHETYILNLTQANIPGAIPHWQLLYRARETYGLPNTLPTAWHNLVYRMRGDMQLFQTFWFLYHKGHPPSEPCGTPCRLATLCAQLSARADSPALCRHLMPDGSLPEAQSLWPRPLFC
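Steps: dispense placental human ASM, pin compound, wait 10 min at room temperature, add HMU-PC0 substrate at 9 uM final, incubate 60 min at 37 °C, add stop solution raising pH to 10, read fluorescence.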
Eya2 phos inh: inhibitors of human Eya2 phosphatase activity; recombinant Eya2, OMFP fluorescence dephosphorylation (OMFP is methylfluorescein phosphate); O00167; Potency, µM (doses to about 76.9 µM), inactives show at the highest dose activity, negative = inhibition, usual class: inhibitors; AID 488837; 0.006% of 330,000 active; also: potency is read from the fitted curve at half-maximal effect; % is scaled to controls: 0 for no effect and ±100 for the full control effect
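Eya2 (0.2 uM) preincubated 10 min at ambient with compound, then OMFP substrate added at 50 uM; 10 min reaction in 50 mM HEPES pH 7.5, 50 mM NaCl, 5 uM MgCl2, 0.05% BSA, 1 mM DTT. Fluorescence read at Ex 485/Em 525 nm.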
ELG1 genotox: inducers of genotoxicity in HEK293T ELG1-luciferase cells; AID 504466; Potency, µM (doses to about 46 µM), for inactives: at the highest dose activity change, positive = activation, usual class: activators; 1.3% of 330,000 active; HEK293T ELG1-luciferase reporter, luminescence, 16 h; also: potency is read from the fitted curve at half-maximal effect; % of control where 0% means no effect; nearly all actives have a fitted effect of over 60% in size
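Quantitative HTS format in 1536-well plates. HEK293T ELG1-luciferase reporter cells receive test compound and are incubated 16 hr at 37 °C, 5% CO2; ONE-Glo added, 30 min room temperature, then luminescence read.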
USP2a inh: inhibitors of human ubiquitin-specific protease USP2a | USP2 core, Ub-CHOP2 coupled fluorogenic reporter, 485/531 | 0.01% of 330,000 active | O75604 | Potency, µM (highest dose often 38.3 µM), without a hit: top-dose activity change, negative = inhibition, actives largely listed as inhibitors;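 also: potency is read from the fitted curve at half-maximal effect; plate controls were DMSO wells for no effect and full inhibition by NEM control for full effect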
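Cell-free coupled assay: 10nM USP2 core preincubated 30min RT with compound in Tris-HCl pH 8.0/CaCl2/CHAPS buffer, then 25nM Ub-CHOP2 and 25nM reporter substrate; fluorescence (Ex 485/Em 531) read after 60min RT, normalized to NEM inhibition, concentration-response curves fitted.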
PTAP TSG101 blk: blocks PTAP/TSG101 interaction to inhibit HIV-1 budding | Q99816 | 340,000 tested, under 10 active | Fluorescence polarization, FITC-PTAP peptide / Tsg101 binding | Potency, µM (top dose mostly 115 µM), without a hit: top-dose activity change, negative = inhibition, usual class: inhibitors | AID 493005; active = well fitted inhibition curve with a large enough effect in the main read-out, with a control signal flat, not every such curve was filed as active; inconclusive = small, poorly fitted or top-dose-only effect, or effect the other way, or a change in a side signal; inactive = no such curve, though single readings can be large or run the other way; also: potency is read from the fitted curve at half-maximal effect; % of control where 0% means no effect
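Compounds were pin-transferred onto Tsg101 binding domain (10 uM final) in HEPES pH 7.5 buffer, then FITC-PTAP peptide was added at 50 nM final. After 20 min at RT, polarization reported peptide displacement across a qHTS concentration series.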
uPA surface inh: cell surface uPA generation inhibition. Potency, µM (series often up to 38.3 µM), without a hit: at the highest dose activity change, negative = inhibition, usual class: inhibitors. cell surface uPA generation assay, qHTS. 0.31% of 330,000 active; active = well fitted inhibition curve with a large enough effect; inconclusive = small, poorly fitted or top-dose-only effect; inactive = no such curve, though single readings can be large or run the other way; tested in mouse RAW 264.7 cells; also: potency is read from the fitted curve at half-maximal effect; % is scaled to controls: 0 for no effect and ±100 for the full control effect; nearly all actives have a fitted effect of over 55% in size
a7 integrin act: activates integrin-mediated alleviation for muscular dystrophy | alpha7betagal myoblasts, beta-gal FDG fluorescence, 48 h | Potency, µM (doses to about 38.3 µM), without a hit: top-dose activation, most hits filed as activators | 0.064% of 350,000 active | AID 624291;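 also: potency is read from the fitted curve at half-maximal effect; 100% = response of the positive control SU9516; nearly all actives have a fitted effect of over 60% in size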
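alpha7betagal+/- myoblasts (passage 13, 250/well) treated 48 h at 37C with compounds at 1:260 dilution of DMSO stock. Lysed, then beta-galactosidase activity read as FDG fluorescence (ex 480/em 540) after 30 min, with pre-read for autofluorescence.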
B2AR arrestin: recruits beta-arrestin to the human beta2-adrenergic receptor | AID 492947 | beta-arrestin recruitment to beta2AR, cell-based reporter | 0.02% of 330,000 active | Potency, µM (series often up to 46.1 µM), for inactives: top-dose activation, actives largely listed as activators;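 also: potency is read from the fitted curve at half-maximal effect; 0% = DMSO controls and full agonism = EC100 isoproterenol or metaproterenol; nearly all actives have a fitted effect of over 65% in size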
Target sequence (P07550 whole entry, looked up): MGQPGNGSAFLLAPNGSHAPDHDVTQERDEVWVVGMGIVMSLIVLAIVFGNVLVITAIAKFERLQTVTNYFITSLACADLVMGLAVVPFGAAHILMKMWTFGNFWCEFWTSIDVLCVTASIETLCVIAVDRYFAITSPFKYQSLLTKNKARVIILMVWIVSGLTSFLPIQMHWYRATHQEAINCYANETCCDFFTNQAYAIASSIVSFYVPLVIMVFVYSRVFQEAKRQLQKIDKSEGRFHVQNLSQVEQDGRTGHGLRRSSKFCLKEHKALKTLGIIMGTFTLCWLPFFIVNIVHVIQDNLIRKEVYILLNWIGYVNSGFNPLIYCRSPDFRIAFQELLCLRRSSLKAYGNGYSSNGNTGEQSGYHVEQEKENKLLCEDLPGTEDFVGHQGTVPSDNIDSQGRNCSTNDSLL
p53 reactivator: restores transcriptional activity of mutant p53; H1299 p53-A138V BP100-luciferase reporter, luminescence, 24 h; 0.063% of 320,000 active; AID 504706; Potency, µM (highest dose often 92.2 µM), for inactives: at the top dose activity change, positive = activation, usual class: activators; also: potency is read from the fitted curve at half-maximal effect; % of control where 0% means no effect; nearly all actives have a fitted effect of over 45% in size
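p53-null H1299 cells stably carrying temperature-sensitive p53-A138V and a BP100-luciferase reporter were pinned with compounds (4-point, 1:5 series) and held 24 hrs at 37 deg C. Luminescence was read 10 min after detection reagent.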
* = called active by the depositor; u = inconclusive; x = no result given; [ ] = dose if it differs, or a comment. Unless noted, calls follow the shape of the dose curve; as a rule, active = well fitted curve in the direction sought with a large enough effect; inconclusive = small, poorly fitted or top-dose-only effect, or another doubt; inactive = no such curve, though single readings can be large; an effect the other way counts as inactive or inconclusive.

A first look (two entries):
SMILES	BRCA1 expr act	TRPV1 ag	ASM inhibitor	Eya2 phos inh	ELG1 genotox	USP2a inh	PTAP TSG101 blk	uPA surface inh	a7 integrin act	B2AR arrestin	p53 reactivator
Cc1cc(C)n(C(=O)c2ccc(C)c(S(=O)(=O)N3CCCCC3)c2)n1	2%	u	-10%	-1%	-3%	5%	-2%	x	8%	0.0%	1%
CCOC(=O)C1=C(C)NC(=O)NC1c1ccc(OC(=O)c2ccco2)cc1 (stereo unspecified)	4%	-6	1%	6%	0%	-2%	-6%	8%	-18%	0.1%	-2%

The whole of this part, from the start:
SMILES	BRCA1 expr act	TRPV1 ag	ASM inhibitor	Eya2 phos inh	ELG1 genotox	USP2a inh	PTAP TSG101 blk	uPA surface inh	a7 integrin act	B2AR arrestin	p53 reactivator
Cc1cc(C)n(C(=O)c2ccc(C)c(S(=O)(=O)N3CCCCC3)c2)n1	2%	u	-10%	-1%	-3%	5%	-2%	x	8%	0.0%	1%
CCOC(=O)C1=C(C)NC(=O)NC1c1ccc(OC(=O)c2ccco2)cc1 (stereo unspecified)	4%	-6	1%	6%	0%	-2%	-6%	8%	-18%	0.1%	-2%
COc1ccc(CNC(=O)c2ccc(Cl)c(S(=O)(=O)N3CCOCC3)c2)cc1OC	-26%	26	2%	18%	0%	2%	0%	-25%	-11%	-1.0%	-2%
CC(C)(C)NC(=O)C(c1ccc(F)cc1)N(Cc1ccco1)C(=O)Cn1nnc(-c2cccs2)n1 (stereo unspecified)	11%	7	-2%	2%	1%	2%	1%	-1%	13%	-0.2%	-7%
Fc1ccc(NC(=S)NCc2ccc3c(c2)OCO3)cc1	-2%	u	2%	-7%	-1%	2%	0%	5%	-3%	-0.3%	-2%
CCC(=O)Nc1nc(-c2ccccc2)nc(SC)c1C(C)=O	-49%	15	-3%	-3%	-6%	4%	-3%	21%	-3%	0.3%	-2%
COc1ccc([C@H]2[C@H]3C=CC[C@@H](C)[C@@H]3C(=O)N2Cc2ccccc2)cc1Cl	0%	25	-4%	6%	-7%	4%	2%	-14%	-14%	-0.5%	1%
COC(=O)c1ccc(CN(c2ccccc2OC)S(=O)(=O)c2cccs2)o1	-11%	-2	-2%	-14%	-5%	1%	-1%	3%	22%	-0.1%	-14%
OCCNC(=S)NCCc1ccccc1	-3%	-3	9%	-6%	-1%	0%	2%	1%	11%	-0.1%	16%
CC1(C)CC(=O)C2=C(C1)Nc1ncnn1C2c1cccs1 (stereo unspecified)	-12%	-3	252%[activator]	14%	3%	1%	-10%	7%	-11%	0.6%	5%
Cc1ccc(S(=O)(=O)N2CCC(C(=O)Nc3ccc(S(=O)(=O)N4CCCC4)cc3)CC2)cc1C	-54%	0	x	24%	-3%	5%	0%	-7%	15%	-0.3%	7%
CN(C)/C=N/c1c(C#N)cnn1-c1nc2ccccc2s1	44%	-2	3%	1%	13%	-9%	-4%	2%	16%	-0.8%	18%
O=C(Cn1cnc2c(nnn2-c2ccc(F)cc2)c1=O)NCC1CCCO1 (stereo unspecified)	-10%	2	1%	-15%	4%	3%	-1%	1%	-5%	-0.5%	0%
Cc1ccc(NC(=O)CCC(=O)OCCCC(F)(F)C(F)(F)F)cc1	3%	20	-1%	5%	0%	0%	-3%	12%	14%	0.2%	10%
COc1ccc(OC)c(-c2csc(NC(=O)COC(=O)C3CCC3)n2)c1	15%	-4	-2%	-10%	2%	-9%	3%	7%	4%	-0.2%	-9%
CC1CCCN(CCSc2ccc(Cl)cc2)C1 (stereo unspecified)	3%	5	4%	-3%	0%	2%	-1%	-3%	-26%	-0.4%	3%
COc1ccccc1-c1n[nH]c(=S)n1Cc1ccccc1	2%	0	0%	1%	0%	1%	-9%	1%	-8%	-0.8%	x
CCOc1ccccc1NC(=O)C1CCN(c2nc(-c3ccc(OC)cc3)no2)CC1	2%	5	-5%	10%	-8%	-1%	-2%	10%	-15%	-0.1%	8%
COCCCNC(=S)NNC(=O)c1ccc2c(c1)OCO2	19%	0	1%	-13%	1%	-1%	-5%	4%	7%	0.0%	9%
CC1CCCC(NS(=O)(=O)c2ccc3c(c2)OCCO3)C1C (stereo unspecified)	-15%	-1	0%	3%	-2%	-1%	-4%	3%	24%	-0.2%	-4%
C/C(=N\OCc1ccc(C#N)cc1)c1cc2ccccc2o1	15%	3	-5%	5%	-1%	-4%	-4%	-2%	12%	-0.2%	4%
O=C(O)CN=C1NC2(CCCC2)Cc2ccccc21	1%	-2	2%	9%	2%	0%	-3%	0%	-3%	-0.6%	4%
Cc1cccc2cn[nH]c12	22%	-2	2%	-2%	7%	-2%	-6%	9%	-10%	-0.1%	0%
O=C(c1ccc([N+](=O)[O-])cc1[N+](=O)[O-])N1CCN(C(=O)C2CCCO2)CC1 (stereo unspecified)	-5%	0	-1%	-13%	2%	-1%	-7%	6%	9%	-0.1%	u

3 consecutive records out of the list so far, for reference:
SMILES	BRCA1 expr act	TRPV1 ag	ASM inhibitor	Eya2 phos inh	ELG1 genotox	USP2a inh	PTAP TSG101 blk	uPA surface inh	a7 integrin act	B2AR arrestin	p53 reactivator
O=C(O)CN=C1NC2(CCCC2)Cc2ccccc21	1%	-2	2%	9%	2%	0%	-3%	0%	-3%	-0.6%	4%
Cc1cccc2cn[nH]c12	22%	-2	2%	-2%	7%	-2%	-6%	9%	-10%	-0.1%	0%
O=C(c1ccc([N+](=O)[O-])cc1[N+](=O)[O-])N1CCN(C(=O)C2CCCO2)CC1 (stereo unspecified)	-5%	0	-1%	-13%	2%	-1%	-7%	6%	9%	-0.1%	u

Further entries.
SMILES	BRCA1 expr act	TRPV1 ag	ASM inhibitor	Eya2 phos inh	ELG1 genotox	USP2a inh	PTAP TSG101 blk	uPA surface inh	a7 integrin act	B2AR arrestin	p53 reactivator
COC(=O)CCc1c(C)[nH]c(=S)[nH]c1=O	-8%	0	1%	7%	5%	5%	-1%	-3%	-5%	-0.3%	1%
COc1ccc(SCCN2CC[C@@H](O)CCC2=O)cc1	3%	8	8%	6%	3%	0%	-4%	1%	8%	0.1%	9%
Cc1ccc(C(=O)CSc2nnc(Cn3nnc4ccccc43)n2C)cc1	19%	-1	3%	9%	-1%	0%	1%	4%	22%	-0.2%	-3%
O=C(NCCCN1CCN(CCCNC(=O)c2ccc3c(c2)OCO3)CC1)c1ccc2c(c1)OCO2	-15%	7	-2%	13%	3%	0%	-4%	6%	15%	-0.1%	-13%
CCc1ccccc1NC(=O)c1nnn(CC(=O)Nc2ccccc2C)c1N	4%	x	0%	2%	-4%	2%	-3%	8%	5%	0.0%	5%
O=C(CN1CCN(Cc2ccc(Cl)cc2)C1=O)NCc1cccs1	5%	15	-1%	-11%	5%	-1%	4%	33%[activator]	6%	-0.2%	-2%
CCCCCOC(=O)CSc1nc2c(c(=O)[nH]c(=O)n2C)n1Cc1ccc(Cl)cc1	0%	-2	-2%	5%	-2%	-1%	-2%	2%	2%	0.3%	-5%
COc1ccc2c(c1)C(c1ccc([N+](=O)[O-])cc1)=NNC(c1ccco1)=N2	7%	x	-14%	-3%	-2%	2%	-7%	-11%	-29%	-0.5%	1%
COc1ccc(C(CCNCc2ccccc2)c2ccc(F)cc2)cc1 (stereo unspecified)	-70%	10	0%	-3%	-1%	1%	-1%	-1%	-50%[inhibitor]	1.0%	9%
CCNC(=S)N1CCN(c2ccccc2OCC)CC1	-4%	12	4%	0%	1%	0%	2%	-6%	10%	-0.4%	-3%
Cc1cccc(-n2nnc(C(=O)NC3CCCc4ccccc43)c2N)c1 (stereo unspecified)	-80%	x	-4%	-18%	-3%	-3%	-4%	-10%	-24%	-0.3%	7%
COc1ccc2c(c1)C(SCC(=O)NCc1ccccc1)CC(C)(C)O2 (stereo unspecified)	-13%	u	-2%	-11%	-2%	3%	-7%	-18%	13%	0.6%	6%
